Bioassay records: PubChem, several laboratories
bCat nuc transl: modulators of beta-catenin nuclear translocation, primary screen, imaging, HeLa cells, immunofluorescence, high-content; nuclear translocation activity, % at 5 µM; 0.3% of 190,000 active; AID 1665, 2009;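 active = nuclear translocation activity above 50% at 5 µM, with a well cell count of 50 or more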;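 also: per-cell ratio of nuclear to cytoplasmic median beta-catenin stain intensity; plate controls were DMSO negative control for no effect and GSK-3 inhibitor IX positive control for full effect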
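System: HeLa cells, endogenous beta-catenin; compound dosing: 5 µM primary single dose, 0.1% DMSO, 0.02–20 µM confirmation series; incubation: 24 h compound exposure at 37°C, 5% CO2; signal: beta-catenin immunofluorescence imaging with DAPI; evaluation: % activation, nuclear-to-cytoplasmic median beta-catenin signal ratio per cell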
PMI inhibition: human PMI inhibitors, high substrate, primary screen, biochemical, fluorescence intensity, high mannose 6-phosphate (AID 1220); one-dose inhibition, % at 20 µM; IC50 in µM for titrated hits; recombinant PMI enzyme, coupled fluorescence intensity; higher % means a stronger effect; 0.66% of 190,000 active; Mannose-6-phosphate isomerase (Homo sapiens)
Insulin prom up: insulin promoter activators in MIN6 cells, imaging, high-content screening, mouse beta cells; MIN6 insulin promoter-GFP reporter; stronger effect = higher value; z-score at 5 µM; 0.3% of 190,000 active; AID 1625, 2009;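 active = z-score above 3 at 5 µM with at least 500 cells counted in the well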
MT stabilizer: microtubule stabilizers in HeLa cells, primary screen, imaging, high-content imaging. HeLa tubulin immunostaining HCS, 24 h; share of cells brighter than vehicle mean+2SD. 0.83% of 200,000 active. % tubulin-high responders, % at 10 µM;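 active = plate Z-score above 3 for both tubulin-high and condensed-nucleus cell shares, with cell loss under 80%, at 10 µM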;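 also: anti alpha tubulin signal scored within the nucleus-defined area of each cell; some results filed as inactive read as strong as hits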
Yfh1-depleted yeast: enhancers of respiration in Yfh1-depleted yeast, dose response, Friedreich's ataxia, plus single-dose screen (AID 1465) | one-dose fold induction at 50 µM; EC50 in µM for titrated hits | S. cerevisiae Yfh1-off respiration, WST-1 reduction, 72 h; higher fold induction means a stronger effect | 0.074% of 220,000 active;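 active = fold induction of absorbance versus untreated yeast above a set limit, then at least 30% activation at any dose in follow-up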;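 also: activators that raise dye reduction in frataxin-depleted yeast; strong numbers were not always called active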
Autophagy HCS: autophagy modulators in MEF cells, primary screen, imaging, high-content, MEF GFP-LC3. AID 463193, 2010. 0.98% of 190,000 active. MEF GFP-LC3 puncta imaging; test concentration mostly 10 µM. calls only at 10 µM (by protocol);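 active = percentage of spot-positive cells more than 3 SD above its plate mean, without a fluorescence outlier flag or 80% toxicity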;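 also: spot-positive cell cutoff set from DMSO-treated cells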
PMI inhibitors: inhibitors of human PMI, primary screen, biochemical, fluorescence intensity, coupled assay (AID 1209); Mannose-6-phosphate isomerase (Homo sapiens); inhibition, % at 20 µM, or IC50 in µM where a hit was titrated; purified PMI enzyme, coupled fluorescence intensity; higher % means a stronger effect; 0.42% of 190,000 active;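 also: plate controls were DMSO vehicle for no effect and wells lacking substrate for full effect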
WT yeast gro inh: growth inhibition of WT strain, primary screen, mitochondrial fusion inhibitor project, WT and mutant strains, chemical genetic. mitochondrial fusion phenotypic screen. inhibition, % at 10 µM. 2.1% of 190,000 active. AID 1362, 2008; in the data active = inhibition above about 58%; tested in S. cerevisiae
Dynein transport: inhibitors of GR-EGFP nuclear translocation, primary screen, dynein cargo transport inhibitor project, imaging, high-content, 3617.4 mouse cells; test concentration mostly 20 µM; stimulated with dexamethasone, 1 µM; stronger effect = lower value; z-score, hits read low; 0.47% of 220,000 active; AID 1381, 2008;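 active = plate z-score of nuclear minus cytoplasmic receptor signal below a set negative limit, without overly bright fluorescence or cell loss, cut at about -3.5 in these data, passing the limit was not always enough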;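 also: z-score of nuclear minus cytoplasmic ring GR-EGFP intensity difference per well; some compounds called inactive have numbers as strong as hits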
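Schedule: 48 h induction, then 1 h compound, then 30 min agonist, 37 °C. Buffer or medium: tetracycline-free induction medium containing charcoal-stripped FBS. Reagent: 1.0 µM final dexamethasone stimulus. Evaluation: nuclear versus cytoplasmic GR-EGFP signal, averaged per well. Signal: high-content fluorescence imaging after fixation.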
WT yeast gro inh mutant strain: further read-out of WT yeast gro inh, marked with its call; inhibition, %; mitochondrial fusion phenotypic screen, mutant strain inhibition
Dynein transport cytoplasmic EGFP: recorded beside Dynein transport, whose call it bears; z-score; measured here: cytoplasmic GR-EGFP intensity; stronger effect = higher value
Dynein transport nuclear GR-EGFP: also measured in Dynein transport; calls as there; z-score; measured here: nuclear GR-EGFP intensity;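 lower value marks the stronger effect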
Dynein transport cell count: also measured in Dynein transport; calls as there; z-score; measured here: cell count per field
Insulin prom up cell count: second read-out of Insulin prom up, no call of its own (marks repeat the call); cell count; measured here: cytotoxicity, nuclei count;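 total cells summed across four imaged fields per well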
bCat nuc transl cell count 5 µM: second read-out of bCat nuc transl, no call of its own (marks repeat the call); cell count; measured here: cell count, cytotoxicity flag
MT stabilizer Hoechst-high %: second read-out of MT stabilizer, no call of its own (marks repeat the call); % Hoechst-high responders; measured here: nuclear condensation Hoechst responders;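 share of cells brighter than vehicle mean plus two SD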
MT stabilizer cytotoxicity %: further read-out of MT stabilizer, marked with its call; toxicity, %; measured here: cytotoxicity by cell density;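 0% = mean cell density of plate MIN control wells and 100% = no cells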
Autophagy HCS cell loss 18 h: further read-out of Autophagy HCS, marked with its call; toxicity, %; measured here: cell loss, nuclei count;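 cell loss after 18 h compound exposure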
Active calls of the source: *; i = inactive; x = not tested or not shown. Rule as the data show it, unless noted: active = inhibition above about 50%; inactive = the rest.

item	Structure	bCat nuc transl	PMI inhibitors	bCat nuc transl cell count 5 µM	PMI inhibition	Dynein transport cytoplasmic EGFP	Dynein transport nuclear GR-EGFP	Autophagy HCS cell loss 18 h	Dynein transport	Yfh1-depleted yeast	MT stabilizer Hoechst-high %	Autophagy HCS	WT yeast gro inh	MT stabilizer	Insulin prom up	Dynein transport cell count	MT stabilizer cytotoxicity %	WT yeast gro inh mutant strain	Insulin prom up cell count
1	CC(C)(C)C(=O)N1CCC(O)(CS(=O)(=O)Cc2ccc(Cl)cc2)CC1	0.0	-3%	1316	-5%	-0.17	-0.087	21	-0.51	i	1.4	i	11	0.6	-0.35	0.56	13	10	1599
2	C=CCn1c[n+](CC(=O)c2ccc(Br)s2)c2ccccc21	1.7	-10%	1021	-10%	-0.34	-0.072	1	0.036	i	1.3	i	-1	1.4	-0.45	1.2	1.3	11	1409
3	CC(NC(=O)Cc1cccs1)c1ccccc1 (stereo unspecified)	-2.1	8%	1087	7%	-0.34	0.18	-16	-0.092	i	1.4	i	-13	1.8	0.54	0.49	4.6	-6	1478
4	O=C(Cn1c(C(F)(F)F)nc2ccccc21)NCCCN1CCOCC1	-1.6	2%	543	2%	-0.22	-0.31	-8	-0.64	i	2.0	i	-23	3.1	x	0.084	6.8	3	x
5	c1csc(-c2nc3ccccc3[nH]2)c1	-1.1	-11%	503	3%	-0.25	-0.23	-3	-0.58	i	1.7	i	22	3.1	x	-0.18	4.7	19	x
6	O=S(=O)(c1ccccc1Cl)N1CCCC1c1nc(-c2cccc(Cl)c2)no1 (stereo unspecified)	-0.8	20%	1146	24%	-0.23	-0.28	0	0.037	i	2.7	i	6	1.1	0.06	-0.12	6.2	35	1927
7	O=C(Nc1nnc(CSCc2ccc(Cl)cc2)s1)c1cccc([N+](=O)[O-])c1	1.9	15%	1157	10%	-0.28	-0.97	1	-1.4	i	2.1	i	0	3.2	-0.68	0.52	5.9	20	1289
8	CC(=O)C1=C(O)C(=O)N(CC#N)C1c1cccs1 (stereo unspecified)	1.8	-10%	1426	-8%	-0.24	-0.87	-3	-0.25	i	1.9	i	-2	3.8	-0.14	0.8	6.5	2	1631
9	CCCc1[nH]nc2c1C(/C(C)=C/c1ccccc1)C(C#N)=C(N)O2 (stereo unspecified)	-2.3	16%	690	14%	-0.2	0.039	-16	-0.26	i	1.9	i	14	2.8	-0.5	0.25	1.2	2	1470
10	C/C(CCc1oc2c(Br)cc(Br)cc2c1-c1ccc(C)o1)=N\O	0.7	-40%	1216	-64%	0.94*	-2.5*	-1	-4.1*	i	2.1	i	39	2.8	x	-1*	8.7	5	x
11	COc1ccc(-c2cc3nc(-c4ccccc4)cc(N4CCC(O)CC4)n3n2)cc1	0.6	24%	934	20%	-0.17	-0.0038	-9	-0.86	i	3.6	i	62*	2.8	-1.1	0.4	6.3	3.5*	1354
12	COc1cc(NC(=O)c2cccs2)ccc1NC(=O)c1ccccc1Cl	1.4	6%	1063	3%	-0.15	0.75	0	1.1	i	4.1	i	3	2.6	x	-1.4	7.1	-4	x
13	CCCc1nnc(NC(=O)C(C)N2C(=O)C3C4C=CC(C4)C3C2=O)s1 (stereo unspecified)	-3.2	6%	1166	4%	-0.28	-0.23	7	-0.78	i	1.4	i	-14	1.1	x	0.084	3.0	4	x
14	CC(=O)Nc1ccc(N2C(=O)CC(c3ccccc3)CC2=O)cc1	-0.8	15%	1312	49%	0.031	1.7	4	1.1	i	1.2	i	0	3.3	0.3	-1.6	7.0	5	1411
15	O=S1(=O)c2ccccc2N=NN1Cc1ccc(Cl)c(Cl)c1	-3.4	4%	1179	-24%	-0.098	-0.27	6	-0.18	i	0.9	i	-5	1.0	-0.47	0.21	9.4	-2	1110
16	CC(=O)COc1ccccc1OC(=O)c1ccco1	x	-4%	x	-8%	-0.26	0.92	-25	0.87	i	1.6	i	8	1.5	-0.25	-0.25	1.0	-14	980
17	CC(=O)c1cc2c(cc1NC(=O)C1CCC1)OCO2	1.9	1%	981	-3%	-0.17	1.1	-12	0.94	i	1.7	i	0	2.5	-0.2	-0.41	14	-5	1427
18	Cc1ccc2nc(C3CCN(C(=O)NCc4ccccc4)CC3)[nH]c2c1	1.7	-1%	1153	-4%	-0.16	-0.43	3	-1.1	i	4.0	i	-17	6.8	-0.1	0.2	7.9	-6	950
19	CC(/C=C/c1ccc(Cl)o1)=C\C(=O)O	-1.9	-15%	873	-13%	-0.53	-0.54	5	-0.65	i	2.5	i	x	3.5	0.28	0.2	8.1	x	1366
20	COc1ccc(-c2cnc(SCC(=O)Nc3nc(C(C)(C)C)cs3)n2Cc2ccco2)cc1	3.9	23%	1101	22%	2.1	-0.51	4	-1.6	i	1.7	i	25	5.0	x	-1.1	9.9	-4	x
21	Nc1cccc(C(=O)Nc2ccco2)c1	x	9%	x	6%	-0.11	0.027	-2	0.27	i	2.5	i	0	4.4	0.7	-0.086	6.0	-5	1350
22	Cc1cc(N/C=C\c2nnnn2-c2ccc(F)cc2)no1	x	-6%	x	-7%	-0.3	-0.3	4	0.17	i	2.3	i	-1	4.6	1.2	0.38	0.5	-15	1288
23	O=C(CCn1c(SCC(=O)NCc2ccco2)nc2ccccc2c1=O)NCCc1ccccc1	-2.7	8%	979	6%	-0.13	-0.49	10	-1.5	i	3.3	i	0	1.6	-0.31	0.58	7.2	16	1069
24	O=C(CCc1nc2ccccc2[nH]c1=O)OCC(=O)c1ccc(Cl)cc1	-3.1	2%	1225	1%	-0.25	-0.58	-6	-0.9	i	1.7	i	7	2.1	0.33	0.77	3.4	17	1194
25	O=[N+]([O-])c1cccc(-c2nc(NCc3ccccc3)c3ccccc3n2)c1	-0.2	16%	493	30%	0.24	0.6	5	-0.56	i	4.3	i	7	4.4	-0.37	0.016	3.0	-9	1105
26	O=C(c1cccnc1)C1CCCN(Cc2nc(Cc3ccccc3F)no2)C1 (stereo unspecified)	0.0	-4%	1535	-8%	-0.14	0.37	16	1	i	2.4	i	-8	3.0	x	-0.059	8.4	0	x
27	CCN1CCN(c2nc(-c3ccncc3)nc3ccccc23)CC1	7.0	2%	1071	6%	-0.18	0.63	-4	0.66	x	2.5	i	-11	3.4	-0.19	0.13	11	-15	1140
28	O=C(NCCOC(=O)c1ccncc1)c1ccccc1	1.7	-6%	803	-6%	-0.22	-0.49	1	-0.72	i	2.2	i	1	1.9	1.9	1.3	6.9	-3	1163
29	COc1ccc(/C=C/C(=O)NC(=S)Nc2ccc(C(=O)O)cc2)cc1	-3.4	-1%	1022	4%	-0.23	0.65	12	0.61	i	1.1	i	-1	1.8	0.26	-0.64	0.0	11	1256
30	Oc1ccccc1/C=N/Nc1cc(N2CCCC2)nc(N2CCCC2)n1	2.3	17%	1164	52%*	-0.18	-0.51	36	-1.3	i	3.0	i	74*	1.8	-0.58	0.14	8.6	39*	1048
31	COc1ccc(C)cc1NC(=O)NCc1ccccc1F	-1.1	5%	859	7%	0.62	0.091	43	-0.054	i	1.5	i	3	1.7	0.06	-0.21	4.3	2	1637
32	CN(C)N1C(N)=C(C#N)C(c2cccnc2)C2=C1CCCC2=O (stereo unspecified)	-0.6	33%	1021	58%*	-0.22	0.35	-14	0.44	i	2.0	i	-5	3.2	x	0.77	11	0	x
33	CC(C)c1ccc(-c2nc(N3CCOCC3)[nH]c(=O)c2C#N)cc1	-3.3	10%	1174	-3%	1.4	0.71	-2	0.36	i	2.4	i	13	2.8	0.87	1.1	4.2	27	1201
34	C=CCOc1nc2c(c(=O)n(C)c(=O)n2C)n1Cc1ccccc1	0.3	x	1247	x	-0.27	0.8	x	0.76	i	x	x	x	x	-0.44	0.43	x	x	1009
35	Cc1cc(C)cc(N(CC(=O)N2CCN(Cc3ccccc3)CC2)S(=O)(=O)c2c(C)noc2C)c1	-0.7	15%	1133	12%	-0.057	-0.45	8	-0.87	i	2.2	i	17	6.5	0.15	0.56	1.1	3	1039
36	Cc1c(Cl)c([N+](=O)[O-])nn1Cc1ccc(C(=O)N/N=C\c2cccc(Br)c2)o1	x	10%	x	2%	0.058	-0.47	-5	-0.39	i	1.0	i	42	2.1	x	0.22	8.3	30	x
37	Cc1cc(Nc2nc3c(c(=O)n(C)c(=O)n3C)n2C)n(-c2ccc(Cl)cc2)n1	x	-63%	x	-93%	-0.015	1.3	-10	1.6	i	2.5	i	-1	2.8	x	-0.25	14	5	x

From compound 1 to 2, as listed above:
item	Structure	bCat nuc transl	PMI inhibitors	bCat nuc transl cell count 5 µM	PMI inhibition	Dynein transport cytoplasmic EGFP	Dynein transport nuclear GR-EGFP	Autophagy HCS cell loss 18 h	Dynein transport	Yfh1-depleted yeast	MT stabilizer Hoechst-high %	Autophagy HCS	WT yeast gro inh	MT stabilizer	Insulin prom up	Dynein transport cell count	MT stabilizer cytotoxicity %	WT yeast gro inh mutant strain	Insulin prom up cell count
1	CC(C)(C)C(=O)N1CCC(O)(CS(=O)(=O)Cc2ccc(Cl)cc2)CC1	0.0	-3%	1316	-5%	-0.17	-0.087	21	-0.51	i	1.4	i	11	0.6	-0.35	0.56	13	10	1599
2	C=CCn1c[n+](CC(=O)c2ccc(Br)s2)c2ccccc21	1.7	-10%	1021	-10%	-0.34	-0.072	1	0.036	i	1.3	i	-1	1.4	-0.45	1.2	1.3	11	1409
